Source: PubChem (National Center for Advancing Translational Sciences (NCATS))
POLH inh = blocks human DNA polymerase eta activity; recombinant Pol eta, fluorescent DNA replication assay; Potency, µM (highest dose often 114 µM), inactives show at the highest dose activity change, negative = inhibition, most hits filed as inhibitors; actives 1.2% (n = 390,000); AID 588591; further: potency means the concentration at half of the fitted maximal effect; on the % scale 0 is the no-effect control and ±100 the full control effect
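Pol eta (10 nM) was preincubated with compounds for 15 min at room temperature, after which fluorescent replication substrate (50 nM final) was added to start the reaction. Fluorescence was read kinetically at 0 and 10 min.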
Apoferritin bind = candidate novel general anesthetic via apoferritin binding; AID 485281; P02791; Potency, µM (series often up to 77.5 µM), without a hit: top-dose activity change, negative = displacement, usual class: inhibitors; actives 0.074% (n = 350,000); apoferritin/1-aminoanthracene competitive binding, fluorescence; further: potency means the concentration at half of the fitted maximal effect; on the % scale 0 is the no-effect control and ±100 the full control effect; nearly all actives have a fitted effect of over 20% in size
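10 uM apoferritin + 50% sat. 1-AMA, PBS; cpd 10 min RT; Ex380/Em535 endpoint; normalized to free probe vs complex; 4-param Hill fit; propofol titration as pos. ctrl.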
APE1 inh = inhibitors of human APE1 endonuclease | actives 0.35% (n = 350,000) | P27695 | Potency, µM (doses to about 65.8 µM), for the others: at the top dose activity change, negative = inhibition, hits mostly inhibitors | recombinant APE1, TAMRA/BHQ-2 abasic DNA cleavage fluorescence;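 further: potency means the concentration at half of the fitted maximal effect; plate controls were vehicle for no effect and reference inhibitor for full effect; nearly all actives have a fitted effect of over 55% in size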
Target sequence (P27695 whole entry, looked up): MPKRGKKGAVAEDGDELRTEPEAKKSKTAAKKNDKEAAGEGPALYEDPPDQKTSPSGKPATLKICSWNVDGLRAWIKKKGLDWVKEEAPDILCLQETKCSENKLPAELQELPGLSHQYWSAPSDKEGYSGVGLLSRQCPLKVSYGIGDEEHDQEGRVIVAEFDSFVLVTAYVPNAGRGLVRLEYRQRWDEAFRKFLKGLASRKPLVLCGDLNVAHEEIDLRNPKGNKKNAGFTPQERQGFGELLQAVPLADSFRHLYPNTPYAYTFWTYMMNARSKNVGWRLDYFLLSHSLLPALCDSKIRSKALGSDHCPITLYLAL
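Endonuclease cleavage of a quenched abasic-site DNA duplex (50 nM) by APE1 (0.75 nM) was tracked by TAMRA dequenching. Compounds were preincubated with enzyme 15 min at room temperature; data normalized to buffer-only and DMSO wells plus NSC13755 control.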
LDHA block = inhibitors of human lactate dehydrogenase A; P00338; purified LDHA, NADH/diaphorase-resazurin fluorescence; active compounds read low; actives 0.15% (n = 480,000); activity change, % (values are at about 110 or 230 µM); in the data active means activity change below about -30%; inconclusive means mostly about -25% to -30%;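 further: plate controls were DMSO wells for no effect and wells without enzyme for full effect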
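Resorufin fluorescence (ex540/em590), read at 0 and 20 min after diaphorase/resazurin addition, reports the NADH left after a 5 min room-temperature reaction of 2 nM human LDH5 with 0.06 mM NADH and 0.2 mM pyruvate.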
12-LOX inh = blocks human arachidonate 12S-lipoxygenase | P18054 | purified 12hLO, xylenol orange hydroperoxide absorbance | Potency, µM (top dose mostly 108 µM), without a hit: at the top dose activity change, negative = inhibition, most hits filed as inhibitors | actives 1.1% (n = 580,000) | AID 1671190; further: potency means the concentration at half of the fitted maximal effect; on the % scale 0 is the no-effect control and ±100 the full control effect
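Hydroperoxide product was detected by ferrous iron/xylenol orange as the 573 to 405 nm absorbance ratio. Arachidonic acid at 40 uM (final) was turned over for 30 min at room temperature by 150 nM human 12hLO, pH 7.0 Hepes buffer, after 15 min compound preincubation.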
RGS4 inh = human RGS4 inhibition; Transcreener GDP fluorescence polarization, RGS4-accelerated GTP hydrolysis; actives 0.039% (n = 390,000); AID 504845; Potency, µM (top dose mostly 114 µM), for inactives: at the top dose activity change, negative = inhibition, actives largely listed as inhibitors; P49798; further: potency means the concentration at half of the fitted maximal effect; on the % scale 0 is the no-effect control and ±100 the full control effect; nearly all actives have a fitted effect of over 75% in size; some results filed as inactive show a strong effect at the top dose
Target sequence (P49798 whole entry, looked up): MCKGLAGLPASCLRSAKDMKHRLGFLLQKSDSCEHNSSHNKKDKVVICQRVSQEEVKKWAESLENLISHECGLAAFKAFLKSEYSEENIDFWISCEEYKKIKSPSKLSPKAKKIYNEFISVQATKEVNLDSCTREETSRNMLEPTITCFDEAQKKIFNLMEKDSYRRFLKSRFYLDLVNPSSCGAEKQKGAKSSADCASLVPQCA
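MLSMR compounds (23 nl, pin-transferred) preincubated 10 min at room temperature with a 500nM (2x) first reagent, then RGS4 at 900nM (2x) plus Transcreener GDP mix added; fluorescence polarization (620/688 nm) read before and after 90 min at 30 °C.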
POLK inh = DNA polymerase kappa (human) inhibition; Potency, µM (doses to about 107 µM), inactives show at the highest dose activity, negative = inhibition, most hits filed as inhibitors; actives 0.53% (n = 400,000); purified Pol kappa, fluorescent DNA synthesis assay, 10 min; further: potency means the concentration at half of the fitted maximal effect; on the % scale 0 is the no-effect control and ±100 the full control effect
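Inhibition of 10 nM Pol kappa is measured by a fluorescent read-out at 0 and 10 min following addition of 50 nM substrate (final), with a 15-min room-temperature compound preincubation.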
ERG-DNA inh = inhibitors of human ERG Ets domain-DNA interaction. fluorescence polarization, His-ERG Ets domain / labelled DNA. AID 624246. Potency, µM (highest dose often 76.9 µM), for inactives: at the top dose FP activity, negative = inhibition, most hits filed as inhibitors. actives 0.028% (n = 370,000); active means well fitted inhibition curve with a large enough effect in the polarisation, with a control signal flat; inconclusive means small, poorly fitted or top-dose-only effect, or effect the other way, or a change in a side signal; inactive means no such curve, though single readings can be large or run the other way; the % refers to the polarisation;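 further: polarization taken with two DNA probes labelled with fluorescein and Texas red; potency means the concentration at half of the fitted maximal effect; % of control where 0% means no effect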
Target sequence (P11308 whole entry, looked up, the tested form may be a part): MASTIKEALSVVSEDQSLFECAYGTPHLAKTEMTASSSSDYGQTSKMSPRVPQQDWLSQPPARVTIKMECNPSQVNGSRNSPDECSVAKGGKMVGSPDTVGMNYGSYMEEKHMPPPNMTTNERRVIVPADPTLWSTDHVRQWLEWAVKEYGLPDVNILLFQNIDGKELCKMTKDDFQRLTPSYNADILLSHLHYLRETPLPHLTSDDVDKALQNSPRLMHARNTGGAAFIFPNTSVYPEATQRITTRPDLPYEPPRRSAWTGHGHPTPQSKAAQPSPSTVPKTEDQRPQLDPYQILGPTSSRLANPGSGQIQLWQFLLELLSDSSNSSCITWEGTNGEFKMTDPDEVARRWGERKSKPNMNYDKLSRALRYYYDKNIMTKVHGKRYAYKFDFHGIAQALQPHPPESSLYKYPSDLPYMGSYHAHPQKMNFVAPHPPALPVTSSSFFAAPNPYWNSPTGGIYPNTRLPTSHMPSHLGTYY
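His-tagged ERG Ets domain (1 uM in the protein solution; 300mM KCl, 50mM Tris-HCl, 1mM EDTA, 1mM DTT, pH 7.5) received compound, then a probe mix of 5 nM fluorescein-DNA and 100nM Texas-615-DNA. Fluorescence polarization was read for both dyes.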
POLB inh = blocks human DNA polymerase beta activity | actives 1.3% (n = 340,000) | Potency, µM (series often up to 114 µM), for inactives: top-dose activity change, negative = inhibition, usual class: inhibitors | AID 485314 | Pol beta primer extension/strand displacement, fluorescence kinetic | P06746; further: potency means the concentration at half of the fitted maximal effect; on the % scale 0 is the no-effect control and ±100 the full control effect
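Homogeneous kinetic assay of primer extension and strand displacement by 10 nM Pol beta, preincubated 15 min at room temperature with compound before 50 nM substrate (final) was added. Read at 0 and 10 min; four-parameter Hill fit.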
Active calls of the source: *; ? = inconclusive; / = not tested or not shown; & = joins results of further samples; [ ] = remark or other dose. Unless noted, the call rests on the fitted dose curve; in most records, active means well fitted curve in the direction sought with a large enough effect; inconclusive means small, poorly fitted or top-dose-only effect, or another doubt; inactive means no such curve, though single readings can be large; an effect the other way counts as inactive or inconclusive. These rows are one share of the data, so the mix of outcomes need not match the whole.

SMILES	POLH inh	Apoferritin bind	APE1 inh	LDHA block	12-LOX inh	RGS4 inh	POLK inh	ERG-DNA inh	POLB inh
Cc1ccc(S(=O)(=O)NCc2ccc(C(=O)N3CCN(c4ccccn4)CC3)cc2)cc1	-4%	-14%	3%	-5	3%	-19%	-16%	2%	27%
O=C(NC1CCCCC1)C1(c2ccccc2)CC1(Cl)Cl (centres undefined)	-15%	0%	16%	-4	-15%	14%	-2%	-6%	9%
O=C(NCc1cccc(C(F)(F)F)c1)C1CCN(c2ncccn2)CC1	4%	-6%	-4%	-6	6%	-13%	-3%	0%	33%
O=C(CS(=O)(=O)c1nc(-c2ccc(Cl)cc2)cn1-c1ccccc1)Nc1ccc(F)cc1F	-10%	-3%	/	-7	?	-17%	-6%	2%	24%
CCOC(=O)C1CCN(C(=O)/C=C/c2ccccc2)CC1	1%	-9%	-3%	-5	-6%	-4%	-6%	0%	39%
CCc1nc2nc(C)c(NS(=O)(=O)c3ccc(CC(C)C)cc3)c(=O)n2[nH]1	-1%	-1%	6%	2	?	-15%	-27%	1%	26%
CC(C)c1ccc(C2CC(=O)c3cnc(NC(=O)c4ccco4)nc3C2)cc1 (centres undefined)	-11%	-4%	24%	1	0%	-9%	2%	15%	-2%
CN(C(=O)c1cccc(NC(=O)Cc2cccc(NC(=O)C3CCCN(C(=O)C4CCCCC4)C3)c2)c1)C1CCC1 (centres undefined)	-20%	/	/	-1	?	0%	6%	14%	/
COc1ccccc1CC(=O)N(CCC#N)CCC#N	-8%	-5%	-1%	0	-2%	-26%	2%	-4%	61%
CC(=O)c1cc(F)c(N2CCN(C(=O)COc3ccccc3F)CC2)cc1C	-16%	-1%	-9%	1	-21%[57.4 µM]	-19%[11.4 µM]	-1%	2%	12%
O=C(Nc1ccc2oc(-c3ccncc3)nc2c1)c1c(F)c(F)c(F)c(F)c1F	?	-3%	0%	-1	-20%	4%[11.4 µM]	-5%	-3%	-22%
O=C(O)c1c2c(nc3ccc(S(=O)(=O)N4CCC(C(=O)NCc5ccc(Cl)cc5)CC4)cc13)CCCC2	-25%	-4%&-7%	45%	-2&4	25µM*	-12%[56.9 µM]	-7%&-13%	0%&-1%	?
C/C(=N\NC(=O)c1ccc2c(c1)OCO2)c1ccc2c(c1)OCO2	-6%	-9%	5%	-2	3%	5%	9%	8%	-15%
Cc1nc2sc(C(=O)N(C)c3ccccc3)c(NC(=O)c3ccccc3Cl)c2c(C)c1C	/	?	/	-3	-24%	2%	4%	-4%	9%
Cc1ccc(-c2cc(C(=O)N3CCN(c4ncccn4)CC3)c3ccccc3n2)cc1	4%	-23%	-5%	-7	?	38%	-14%	6%	5%
N#Cc1ccccc1NC(=O)COC(=O)c1ccc2c(c1)OCCO2	-1%	-8%	3%	-5	8%	-17%	-4%	5%	2%
COc1ccc(OC)c(NC(=O)c2cnn(-c3ccccc3)c2C)c1	-19%	-9%	23%	1	0%	5%	-1%	14%	8%
O=C(NCc1ccccc1)c1cnc(Cl)c(Cl)c1	-19%	7%	24%	-7	5%	-17%	-4%	-5%	1%
COc1cccc(NC(=O)C(NCC2CCCCC2)c2ccccc2)c1 (centres undefined)	-9%	-22%	-1%	?	?	6%	-10%	-1%	-22%
CCn1c(CSc2nccn2C)nc2cc(C(=O)O)ccc21	?	-7%	16%	7	/	?	-3%	?	-16%

3 entries already listed, sorted by count of non-hydrogen atoms, descending:
SMILES	POLH inh	Apoferritin bind	APE1 inh	LDHA block	12-LOX inh	RGS4 inh	POLK inh	ERG-DNA inh	POLB inh
COc1cccc(NC(=O)C(NCC2CCCCC2)c2ccccc2)c1 (centres undefined)	-9%	-22%	-1%	?	?	6%	-10%	-1%	-22%
C/C(=N\NC(=O)c1ccc2c(c1)OCO2)c1ccc2c(c1)OCO2	-6%	-9%	5%	-2	3%	5%	9%	8%	-15%
O=C(NCc1ccccc1)c1cnc(Cl)c(Cl)c1	-19%	7%	24%	-7	5%	-17%	-4%	-5%	1%

Pulled one by one from the entries so far:
SMILES	POLH inh	Apoferritin bind	APE1 inh	LDHA block	12-LOX inh	RGS4 inh	POLK inh	ERG-DNA inh	POLB inh
O=C(NCc1cccc(C(F)(F)F)c1)C1CCN(c2ncccn2)CC1	4%	-6%	-4%	-6	6%	-13%	-3%	0%	33%
CCOC(=O)C1CCN(C(=O)/C=C/c2ccccc2)CC1	1%	-9%	-3%	-5	-6%	-4%	-6%	0%	39%
Cc1ccc(-c2cc(C(=O)N3CCN(c4ncccn4)CC3)c3ccccc3n2)cc1	4%	-23%	-5%	-7	?	38%	-14%	6%	5%
CN(C(=O)c1cccc(NC(=O)Cc2cccc(NC(=O)C3CCCN(C(=O)C4CCCCC4)C3)c2)c1)C1CCC1 (centres undefined)	-20%	/	/	-1	?	0%	6%	14%	/
O=C(Nc1ccc2oc(-c3ccncc3)nc2c1)c1c(F)c(F)c(F)c(F)c1F	?	-3%	0%	-1	-20%	4%[11.4 µM]	-5%	-3%	-22%
O=C(CS(=O)(=O)c1nc(-c2ccc(Cl)cc2)cn1-c1ccccc1)Nc1ccc(F)cc1F	-10%	-3%	/	-7	?	-17%	-6%	2%	24%

Other compounds follow:
SMILES	POLH inh	Apoferritin bind	APE1 inh	LDHA block	12-LOX inh	RGS4 inh	POLK inh	ERG-DNA inh	POLB inh
CCc1ccc(N(CC(=O)NCC2CCCO2)C(=O)CCC(=O)Nc2nccs2)cc1 (centres undefined)	0%	-6%	17%	-17	-4%	13%	3%	-6%	39%
CCC(=O)Oc1ccc(C2NC(=O)c3ccccc3O2)cc1OC (centres undefined)	-8%	-12%	57%[activator]	-3	18%	1%	-13%	0%	28%
Cn1nc(C(=O)N2CCN(c3ccccc3F)CC2)c2c1-c1ccccc1SC2	-12%	50%[activator]	/	-14	1%	20%	-12%	5%	8%
Cc1c(Cl)cccc1N1C(=O)C2ON(c3ccccc3)C(c3cccnc3)C2C1=O (centres undefined)	-17%	-24%	0%	3	0%	19%	-4%	1%	3%
COC(C[C@H](O)[C@@H](C)[C@H](O)COCc1ccccc1)OC	-1%	-7%	0%	2	-28%	6%	2%	17%	9%
Cc1cccc(NC(=O)CNC(=O)CN2C(=O)NC3(CCc4ccccc43)C2=O)c1C (centres undefined)	4%	/	-1%	-1	-7%	17%	0%	1%	/
O=C1c2ccccc2C(=O)N1CCSc1nc2ccccc2c(=O)n1CCCN1CCOCC1	-3%	3%	-8%	-4	10%	-2%	3%	-18%	2%
CC(C)c1ccc(OCC(=O)N2CCc3ccccc3C2)cc1	-18%	-15%	19%	1	?	-25%	5%	-2%	7%
COc1cccc(NC(=O)CSc2nc3c([nH]c4ccccc43)c(=O)n2C)c1	-17%	-3%	-1%	-10	-3%	-15%	0%	4%	0%
O=C(Nc1ccc(F)cc1F)C1CC(=O)N(Cc2ccccc2)C1 (centres undefined)	-4%	/	-4%	-4	150%[activator]	11%	-2%	1%	/
CSc1ccc(C(=O)C2CCCN(C(=O)c3ccc4c(c3)OCO4)C2)cc1 (centres undefined)	-13%	4%	26%	-4	-7%	27%	-8%	3%	-16%
CNC(=S)N1CCn2cccc2C1c1cc(OC)c(OC)c(OC)c1 (centres undefined)	-15%	-2%	-5%	-3	36%[activator]	24%	-7%	12%	-11%
CCN1CCN(c2ccc(S(=O)(=O)N3CCCCC3)cc2NC(=O)COc2ccc(Cl)c(C)c2)CC1	-14%	-19%	-14%	-1	-1%	-9%	5%	-3%	28%
CC(C)[C@H](NC(N)=O)C(=O)Nc1ccc(OCc2ccccc2)cc1	-7%	-12%	17%	-7	-5%	26%	-17%	7%	32%
COC(=O)C(CC(C)C)NS(=O)(=O)c1ccccc1Br (centres undefined)	/	-10%	-2%	/	/	10%	-10%	/	/
Cc1ccc(N(CC(=O)Nc2ccc3c(c2)OCCO3)S(=O)(=O)c2c(C)noc2C)cc1	-13%	-3%	-5%	-1	-2%	-9%[11.4 µM]	-9%	-6%	7%
CCOC(=O)N1CCC(N2CCN(c3ccccc3)CC2)CC1	-10%	2%	12%	-3	?	-9%	-21%	-2%	38%
CCOC(=O)c1nnn(-c2nonc2N)c1-c1cccc2ccccc12	-7%	3%	-3%	-3	-6%	-10%	-2%	-6%	1%
CC(NC(=O)c1ccc(NC(=O)CC2SC(N3CCCC3)=NC2=O)cc1)c1ccccc1 (centres undefined)	-3%	/	-9%	-13	20%	2%	-12%	-4%	/
CN1CCN(c2ccc(S(=O)(=O)N3CCCCC3)cc2NC(=O)Cc2ccccc2F)CC1	-19%	1%	2%	-2	-10%	-7%	-14%	2%	-1%
Cc1ccc(NC(=O)CSC2=C(C#N)C(c3ccc4c(c3)OCO4)C3=C(CCCC3=O)N2)c(C)c1 (centres undefined)	-17%	-7%	-5%	17	?	-46%	-12%	-10%	20%
CC(=O)NNC(=O)CCn1nnc2ccccc21	?	0%	1%	-4	0%	21%	2%	-10%	5%
Nc1ccccc1-c1nnc(SCc2ccccc2Cl)[nH]c1=O	-7%	?	-3%	-6	3%	-4%	-22%	-4%	3%
CCOC(=O)CNc1ncnc2nc[nH]c12	-4%	0%	-5%	3	2%	10%	15%	16%	4%
